Bioassay records from PubChem BioAssay.
PKM2 activator – activators of human pyruvate kinase M2. P14618. purified PKM2, Kinase-Glo ATP luminescence, activation; response scale: 0% is enzyme alone, no compound. Potency, µM (titrated, usually from 57.5 µM), inactives show at the highest dose activation, hits mostly activators. 0.34% of 260,000 active; also: potency is read from the fitted curve at half-maximal effect; nearly all actives have a fitted effect of over 55% in size
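hPK-M2, >95% pure; 0.1 mM ADP / 0.5 mM PEP final; imidazole pH7.2 buffer w/ 7 mM MgCl2, 50 mM KCl; 1 h RT; Kinase-Glo lum. Intermediate enzyme activity for dual inhibitor/activator qHTS.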
B2AR arrestin – recruits beta-arrestin to the human beta2-adrenergic receptor; P07550; beta-arrestin recruitment to beta2AR, cell-based reporter; Potency, µM (titrated, usually from 46.1 µM), for inactives: top-dose activation, most hits filed as activators; 0.02% of 330,000 active;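 also: potency is read from the fitted curve at half-maximal effect; 0% = DMSO controls and full agonism = EC100 isoproterenol or metaproterenol; nearly all actives have a fitted effect of over 65% in size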
Target sequence (P07550 whole entry, looked up): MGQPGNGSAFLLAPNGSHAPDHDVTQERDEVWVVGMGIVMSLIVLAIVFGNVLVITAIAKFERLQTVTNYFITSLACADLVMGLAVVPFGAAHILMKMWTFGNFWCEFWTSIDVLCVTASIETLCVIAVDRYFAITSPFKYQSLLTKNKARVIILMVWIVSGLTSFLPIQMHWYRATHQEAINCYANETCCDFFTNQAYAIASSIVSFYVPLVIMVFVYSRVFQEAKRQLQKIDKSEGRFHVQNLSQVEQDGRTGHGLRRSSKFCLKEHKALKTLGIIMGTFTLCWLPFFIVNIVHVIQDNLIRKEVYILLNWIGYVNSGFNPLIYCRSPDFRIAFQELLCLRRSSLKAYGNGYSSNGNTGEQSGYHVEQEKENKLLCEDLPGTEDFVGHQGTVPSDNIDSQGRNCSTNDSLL
Giardia killer – kills Giardia lamblia | Giardia lamblia trophozoite viability | activity change, % at 7.66 µM, hits read low | 0.15% of 340,000 active; in the data active = activity change below about -80%; inconclusive = between about -30% and that limit;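 also: parasites exposed to compound for two days anaerobically before the ATP read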
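Trophozoites 100 cells/well + cpd; 48 hrs, 37 deg C, anaerobic. ATPLite 1-Step added, 15-30 min RT, luminescence read (ATP-based viability).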
FBPA coupling cs – counter-screen for Giardia aldolase inhibitors: coupling enzyme system; coupling enzyme system counterscreen, AmpLite Red fluorescence; activity change, negative = inhibition, % at 58.2 µM, hits read low; 0.67% of 290,000 active; in the data active = activity change below about -30%
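Activity here indicates interference with the coupling reaction, not aldolase inhibition. Compounds at 57.5 uM final met coupling enzymes for 10 min at RT; substrate and AmpLite Red detection followed, with a 525/598 nm fluorescence read after 20 min.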
BCR signal inh – blocks chronic active B-cell receptor signaling | ABC-DLBCL IkBa-CBG/CBR reporter, luminescence ratio, 4 h | Potency, µM (highest dose often 46.1 µM), inactives show at the top dose ratio change, negative = lower green/red ratio, hits mostly inhibitors | 0.05% of 340,000 active | AID 493014; active = well fitted inhibition curve with a large enough effect in the signal ratio, with a control signal flat, not every such curve was filed as active; inconclusive = small, poorly fitted or top-dose-only effect, or effect the other way, or a change in a side signal; the % refers to the signal ratio;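 also: potency is read from the fitted curve at half-maximal effect; plate controls were basal doxycycline-induced cells for no effect and cells given 10 µM MG132 for full effect; MG132 reads +100%, hits lower the ratio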
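TMD8 human ABC-DLBCL cells with doxycycline-inducible IκBα–green luciferase fusion and unfused red luciferase, in 0.5% FBS medium; compounds up to 46 uM, 4 h at 37C. Green/red luminescence ratio, filter-overlap corrected, fitted to concentration-response curves.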
KCNH2 3.1 inh – inhibitors of human KCNH2 3.1 potassium channel isoform; activity change, % (tested at about 1.8 µM); 0.95% of 340,000 active; U2OS KCNH2 3.1, thallium flux FluxOr; active compounds read low;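 active = maximum activity change below -70%; inconclusive = maximum activity change from -70% to -50%; inactive = maximum activity change above -50%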;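 also: thallium influx rate constant from kinetic fluorescence after stimulation buffer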
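Measured as rate of thallium-driven FluxOr signal in transduced U2OS cells carrying the 3.1 channel, read kinetically for 2 min upon stimulation; values are rate constants scaled to DMSO control wells.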
GALK inh – inhibitors of human galactokinase; P51570; Purified GALK, Kinase-Glo residual ATP luminescence; Potency, µM (titrated, usually from 57.5 µM), for the others: at the top dose activity change, negative = inhibition, usual class: inhibitors; 0.007% of 270,000 active; AID 1868; also: potency is read from the fitted curve at half-maximal effect
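Luminescence from leftover ATP (Ultra-Glo luciferase/luciferin) served as read-out after a 1 h room-temperature reaction of 5 nM GALK with 35 uM ATP and 100 uM galactose.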
uPA surface inh – inhibitors of cell surface uPA generation. cell surface uPA generation assay, qHTS. 0.31% of 330,000 active. AID 540303. Potency, µM (series often up to 38.3 µM), inactives show top-dose activity change, negative = inhibition, hits mostly inhibitors; active = well fitted inhibition curve with a large enough effect; inconclusive = small, poorly fitted or top-dose-only effect; inactive = no such curve, though single readings can be large or run the other way; tested in mouse RAW 264.7 cells; also: potency is read from the fitted curve at half-maximal effect; nearly all actives have a fitted effect of over 55% in size
Eya2 inh – Eya2 (human) phosphatase inhibition. O00167. recombinant Eya2, OMFP fluorescence dephosphorylation (OMFP is methylfluorescein phosphate). Potency, µM (series often up to 76.9 µM), for inactives: at the highest dose activity, negative = inhibition, usual class: inhibitors. 0.006% of 330,000 active. AID 488837; also: potency is read from the fitted curve at half-maximal effect
Target sequence (O00167 whole entry, looked up): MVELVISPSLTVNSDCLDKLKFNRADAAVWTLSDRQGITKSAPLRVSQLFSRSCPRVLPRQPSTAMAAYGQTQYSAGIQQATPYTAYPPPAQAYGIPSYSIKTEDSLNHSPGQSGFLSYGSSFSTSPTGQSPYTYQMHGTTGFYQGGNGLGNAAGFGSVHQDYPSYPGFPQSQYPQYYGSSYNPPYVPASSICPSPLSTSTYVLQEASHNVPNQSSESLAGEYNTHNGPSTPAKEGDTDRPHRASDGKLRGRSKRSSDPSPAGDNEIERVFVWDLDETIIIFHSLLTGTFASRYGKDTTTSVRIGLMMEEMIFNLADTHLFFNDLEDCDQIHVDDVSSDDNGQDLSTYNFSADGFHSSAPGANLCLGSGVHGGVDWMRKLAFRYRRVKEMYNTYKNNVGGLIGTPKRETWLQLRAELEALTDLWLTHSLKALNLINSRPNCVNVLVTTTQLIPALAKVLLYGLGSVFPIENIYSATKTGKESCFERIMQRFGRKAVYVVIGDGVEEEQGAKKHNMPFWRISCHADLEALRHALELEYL
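Eya2 (0.2 uM) preincubated 10 min at ambient with compound, then OMFP substrate added at 50 uM; 10 min reaction in 50 mM HEPES pH 7.5, 50 mM NaCl, 5 uM MgCl2, 0.05% BSA, 1 mM DTT. Fluorescence read at Ex 485/Em 525 nm.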
hERG WT inh – blocks the wildtype human KCNH2 potassium channel; Q12809; U2OS, BacMam KCNH2, thallium flux FluxOr; active compounds read low; activity change, % at 1.84 µM; 0.37% of 340,000 active;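 active = maximum activity change below -70%; inconclusive = maximum activity change between -70% and -50%; inactive = maximum activity change above -50%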
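U2OS cells transduced with wild-type KCNH2 virus are loaded with FluxOr dye for 45 min, and thallium flux is measured in kinetic reads before and after stimulation buffer. Rate constants are normalized to DMSO controls.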
USP2a inh – USP2a (human) protease inhibition; O75604; USP2 core, Ub-CHOP2 coupled fluorogenic reporter, 485/531; Potency, µM (top dose mostly 38.3 µM), without a hit: at the top dose activity change, negative = inhibition, actives largely listed as inhibitors; 0.01% of 330,000 active; AID 463254;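 also: potency is read from the fitted curve at half-maximal effect; plate controls were DMSO wells for no effect and full inhibition by NEM control for full effect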
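Cell-free coupled assay: 10nM USP2 core preincubated 30min RT with compound in Tris-HCl pH 8.0/CaCl2/CHAPS buffer, then 25nM Ub-CHOP2 and 25nM reporter substrate; fluorescence (Ex 485/Em 531) read after 60min RT, normalized to NEM inhibition, concentration-response curves fitted.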
Active calls of the source: *; i = inactive; u = inconclusive; x = not tested or not shown; [ ] = remark or other dose. Unless noted, calls follow the shape of the dose curve; as a rule, active = well fitted curve in the direction sought with a large enough effect; inconclusive = small, poorly fitted or top-dose-only effect, or another doubt; inactive = no such curve, though single readings can be large; an effect the other way counts as inactive or inconclusive. Unless noted, % is scaled to controls: 0 for no effect and ±100 for the full control effect.

SMILES	PKM2 activator	B2AR arrestin	Giardia killer	FBPA coupling cs	BCR signal inh	KCNH2 3.1 inh	GALK inh	uPA surface inh	Eya2 inh	hERG WT inh	USP2a inh
C=CCC[C@@H](Cc1ccc(F)cc1)C(=O)OC[C@@H](Cc1c[nH]c2ccccc12)NC(=O)[C@H](CC=C)CC(=O)NCCO	x	2.8%	11	x	u	5	x	-2%	6%	2	-1%
CNC(=S)N/N=C/c1c(C)nn(-c2ccccc2)c1Cl	-14%	3.9%	-5	-5	u	2	-2%	x	16%	1	1%
CC1=CC(C)(C)N(C(=O)CSc2ncn[nH]2)c2ccc(C)cc21	-6%	0.3%	-13	1	-15%	-16	-5%	2%	-3%	-4	-1%
CC(C)N1CCN(c2ccc(OC[C@H]3CO[C@](Cn4cncn4)(c4ccc(Cl)cc4Cl)O3)cc2)CC1	x	-0.2%	3	x	10%	-11	x	-3%	14%	12	0%
S=c1[nH]nc(-c2ccc(Cl)cc2)n1CC1CCCO1 (stereo not given)	-21%	0.3%	-7	2	-6%	9	1%	x	-14%	2	2%
Cc1ccccc1C1C(C#N)=C2N=C(N)c3ccccc3N2C2=C1C(=O)CCC2 (stereo not given)	-3%	-0.4%	12	2	-8%	1	x	-2%	-2%	11	3%
CCOc1cc(NC(=O)c2ccccn2)c(OCC)cc1NC(=O)c1cccc(C)c1	0%	0.1%	12	0	-2%	-12	-1%	3%	4%	-1	1%
CCOc1cc2[nH]c(=O)n(CCCC(=O)NCc3ccco3)c(=O)c2cc1OCC	1%	-0.9%	-22	2	-1%	30	1%	-1%	-14%	-1	4%
COc1ccccc1-n1c(SCC(=O)O)nc2c(sc(=S)n2-c2ccccc2C)c1=O	x	-0.1%	2	-14	-8%	3	x	4%	-9%	-2	2%
CC1(C)Cc2c(sc(NC(=O)c3ccccc3)c2C(=O)O)CO1	-6%	-1.0%	-25	-19	u	9	1%	-6%	4%	1	-8%
Cn1c(=O)c2nc(-c3ccc(Cl)cc3Cl)oc2c2ccccc21	-4%	-0.8%	19	2	u	5	0%	-4%	3%	7	-2%
Cc1ccc(S(=O)(=O)N2CCN=C2c2ccccc2)cc1C	5%	-1.0%	-1	0	6%	-1	-1%	0%	0%	-3	4%
O=C(Cn1cnc([N+](=O)[O-])c1)NC1CCCC1	7%	-0.8%	7	0	7%	3	1%	0%	-4%	i	8%
Cc1ccc(/C=C2\SC(=S)N(CCCC(=O)Nc3ccc(O)cc3)C2=O)cc1	-1%	-0.4%	-2	2	x	13	-2%	2%	-6%	0	-7%
COc1ccccc1C(=O)O/N=C(\c1ccccc1)c1ccncc1	-6%	0.3%	3	0	-29%	2	1%	2%	-16%	-8	-1%

In the list so far, 2 contain a COOH group.
SMILES	PKM2 activator	B2AR arrestin	Giardia killer	FBPA coupling cs	BCR signal inh	KCNH2 3.1 inh	GALK inh	uPA surface inh	Eya2 inh	hERG WT inh	USP2a inh
COc1ccccc1-n1c(SCC(=O)O)nc2c(sc(=S)n2-c2ccccc2C)c1=O	x	-0.1%	2	-14	-8%	3	x	4%	-9%	-2	2%
CC1(C)Cc2c(sc(NC(=O)c3ccccc3)c2C(=O)O)CO1	-6%	-1.0%	-25	-19	u	9	1%	-6%	4%	1	-8%

(more compounds)
SMILES	PKM2 activator	B2AR arrestin	Giardia killer	FBPA coupling cs	BCR signal inh	KCNH2 3.1 inh	GALK inh	uPA surface inh	Eya2 inh	hERG WT inh	USP2a inh
Cc1ccc(C(=O)Nc2nc(=O)n(C(=O)c3ccccc3C)s2)cc1	-3%	-0.1%	5	-9	27%	4	-1%	-10%	-1%	2	1%
COC(=O)[C@H](Cc1ccccc1)NC(=O)N1Cc2ccccc2C[C@H]1C(=O)OC	x	0.5%	6	-1	-1%	8	-1%	-6%	6%	5	1%
O=C(CCCOc1ccccc1)Nc1ccc(Cl)c(S(=O)(=O)N2CCOCC2)c1	x	-0.5%	11	x	u	-40	x	-15%	5%	-50	-1%
CC(C)Sc1nc2ccccc2n2cnnc12	2%[11.5 µM]	-0.7%	7	10	8%	36	-4%	-5%	17%	-5	0%
CCN(C(=O)COc1ccccc1[N+](=O)[O-])C1CCS(=O)(=O)C1 (stereo not given)	-3%	-0.1%	-4	3	u	-20	2%	5%	4%	3	1%
CCN1C[C@@H]2[C@@H]3C(=O)N(C)C(=O)[C@@H]3[C@](CC)(C1=O)N2C(=O)c1ccc(C(C)(C)C)cc1	x	0.1%	4	x	-2%	5	x	5%	5%	3	2%
C=CCn1c(=O)/c(=C\c2ccccn2)s/c1=C(/C#N)C(=O)NCC1CCCO1 (stereo not given)	2%	0.1%	-20	2	-1%	-12	11%	-2%	-3%	x	1%
O=C(C(Cl)Cl)N1CCN(Cc2ccc3c(c2)OCO3)CC1	-3%	-0.7%	7	0	1%	22	2%	17%	-10%	0	1%
COc1ccc(OCC(=O)Nc2cccc(NC(=O)COc3ccc(OC)cc3)n2)cc1	-3%	-0.3%	41[activator]	6	2%	-17	4%	-3%	-2%	-10	4%
Cc1ccc(C(=O)N2CCN(CCNC(=O)C(=O)NCc3ccc(Cl)cc3)CC2)cc1	x	0.4%	-4	x	-13%	u	4%	9%	-6%	17	5%
O=C(Nc1ccccc1Br)C1CC(=O)N(c2ccc3c(c2)OCCO3)C1 (stereo not given)	x	-0.4%	-1	x	3%	6	x	1%	-4%	0	2%
CC1(C)N=C(N)NC(Nc2ccccc2Cl)=N1	-1%	0.1%	16	3	3%	14	11%	3%	-12%	3	-2%
Cc1cc(=O)[nH]c2c1cnn2C(C)c1ccccc1 (stereo not given)	x	-0.4%	-26	-3	2%	23	1%	-11%	-3%	1	4%
COc1cc(C)c(Cl)cc1S(=O)(=O)NCC1CCCO1 (stereo not given)	3%	-0.2%	-5	-1	8%	0	0%	-6%	13%	2	-1%
COc1cc(/C=N/NC(=S)Nc2cccc(Cl)c2C)ccc1OCC(=O)N1CC(C)OC(C)C1 (stereo not given)	9%	0.1%	9	-6	-15%	8	-2%	-10%	14%	4	4%

Compound profiles, as listed above. Screens in order: PKM2 activator | B2AR arrestin | Giardia killer | FBPA coupling cs | BCR signal inh | KCNH2 3.1 inh | GALK inh | uPA surface inh | Eya2 inh | hERG WT inh | USP2a inh
Record of C=CCn1c(=O)/c(=C\c2ccccn2)s/c1=C(/C#N)C(=O)NCC1CCCO1 (stereo not given) → 2% | 0.1% | -20 | 2 | -1% | -12 | 11% | -2% | -3% | x | 1%
Record of COC(=O)[C@H](Cc1ccccc1)NC(=O)N1Cc2ccccc2C[C@H]1C(=O)OC → x | 0.5% | 6 | -1 | -1% | 8 | -1% | -6% | 6% | 5 | 1%
Record of O=C(C(Cl)Cl)N1CCN(Cc2ccc3c(c2)OCO3)CC1 → -3% | -0.7% | 7 | 0 | 1% | 22 | 2% | 17% | -10% | 0 | 1%
Record of CC(C)Sc1nc2ccccc2n2cnnc12 → 2%[11.5 µM] | -0.7% | 7 | 10 | 8% | 36 | -4% | -5% | 17% | -5 | 0%

Additional structures.
SMILES	PKM2 activator	B2AR arrestin	Giardia killer	FBPA coupling cs	BCR signal inh	KCNH2 3.1 inh	GALK inh	uPA surface inh	Eya2 inh	hERG WT inh	USP2a inh
O=C(NC1CCCC1)C(c1ccc(F)cc1)N(C(=O)Cc1cccs1)c1ccc2c(c1)OCCO2 (stereo not given)	0%	-0.2%	-2	2	0%	1	0%	-2%	12%	-17	-2%
CN(C)c1ccc(NC(=O)c2ccc3nsnc3c2)cc1	3%	0.5%	-26	0	u	1	1%	-15%	18%	-4	-2%
O=C(CSc1nnc2ncccn12)N1CCCCCC1	2%	0.2%	-12	0	u	4	0%	x	4%	20	3%
COc1ccccc1CNC(=O)N1CCN(c2ccccc2C)CC1	-4%	-0.1%	-17	-3	-3%	3	-2%	0%	0%	-2	0%
OCCN(CCO)CC(O)COc1ccc2c(c1)OCO2 (stereo not given)	11%	0.8%	-20	1	0%	-11	3%	4%	-16%	-6	-1%
CC(CNC(=O)Cn1cnc2c(NCc3ccccc3)ncnc21)c1ccccc1 (stereo not given)	x	-0.5%	-3	x	-1%	0	x	6%	-1%	-13	0%
Nc1nn(S(=O)(=O)c2ccccc2)cc1-c1ccc([N+](=O)[O-])cc1	u	-1.8%	-1	-15	2%	5	1%	1%	3%	-3	0%
COc1ccc(N2C(=O)CC(Sc3nnc(-c4ccccc4)o3)C2=O)cc1 (stereo not given)	20µM*	-0.5%	10	2	u	-8	7%	-9%	19%	-1	3%
CCOC(=O)c1cccc(NC(=O)CN(c2ccc(C)cc2)S(=O)(=O)c2c(C)noc2C)c1	6%	0.3%	2	1	15%	-16	-1%	9%	1%	-17	-3%
Cc1ccc(-c2nn(CCC(=O)O)cc2/C=C\C(=O)c2ccc(Br)cc2)cc1	0%	0.1%	-18	10	u	3	-7%	6.3µM*	2%	8	-6%

Compounds were not picked by outcome; overall some 2.4% were active at least once.
